# PfHsp40 rescue = compounds rescuing yeast from Plasmodium falciparum HSP40 toxicity. S. cerevisiae expressing PfHsp40, growth rescue, ATP luminescence. growth rescue, % at 12.5 µM. 0.68% of 340,000 active; in the data active = growth rescue above about 28%, passing the limit was not always enough; inconclusive = no clear call, values can overlap the other calls;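 also: yeast W303a lacking pdr1 and pdr3 grown in galactose medium; growth measured after three days at 30 °C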
# PriA SSB inh = inhibitors of Klebsiella pneumoniae PriA binding to SSB C-terminal tail. 0.6% of 430,000 active. AlphaScreen SSBct-PriA binding, biotinylated peptide. AID 1272365. inhibition, % at 33 µM; in the data active = inhibition mostly above about 37%, no sharp cut-off; inactive = mostly below about 20%;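 also: plate controls were negative control peptide for no effect and reference peptide for full effect; strong numbers were not always called active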
# TcdB inh = blocks C. difficile toxin B glycohydrolase activity. P18177. TcdB glycohydrolase enzymatic assay, plate reader. inhibition, % at 9.99 µM. 0.24% of 350,000 active. AID 652162; in the data active = inhibition above about 10%
# PrPC TRFRET = inhibitors of human cell surface prion protein PrPC; 0.43% of 370,000 active; inhibition, % at 13.8 µM; TR-FRET read-out; P04156; in the data active = inhibition above about 24%; also: 0% = median of the test wells and 100% = reference compound wells
# Anthrax LF inh2 = inhibitors of Bacillus anthracis lethal factor protease. P15917. multiplex microsphere protease cleavage assay, LF. inhibition, % at 10 µM. 0.12% of 360,000 active; also: plate controls were buffer without enzyme for full effect and enzyme alone for no effect
# Target sequence (P15917 whole entry, looked up): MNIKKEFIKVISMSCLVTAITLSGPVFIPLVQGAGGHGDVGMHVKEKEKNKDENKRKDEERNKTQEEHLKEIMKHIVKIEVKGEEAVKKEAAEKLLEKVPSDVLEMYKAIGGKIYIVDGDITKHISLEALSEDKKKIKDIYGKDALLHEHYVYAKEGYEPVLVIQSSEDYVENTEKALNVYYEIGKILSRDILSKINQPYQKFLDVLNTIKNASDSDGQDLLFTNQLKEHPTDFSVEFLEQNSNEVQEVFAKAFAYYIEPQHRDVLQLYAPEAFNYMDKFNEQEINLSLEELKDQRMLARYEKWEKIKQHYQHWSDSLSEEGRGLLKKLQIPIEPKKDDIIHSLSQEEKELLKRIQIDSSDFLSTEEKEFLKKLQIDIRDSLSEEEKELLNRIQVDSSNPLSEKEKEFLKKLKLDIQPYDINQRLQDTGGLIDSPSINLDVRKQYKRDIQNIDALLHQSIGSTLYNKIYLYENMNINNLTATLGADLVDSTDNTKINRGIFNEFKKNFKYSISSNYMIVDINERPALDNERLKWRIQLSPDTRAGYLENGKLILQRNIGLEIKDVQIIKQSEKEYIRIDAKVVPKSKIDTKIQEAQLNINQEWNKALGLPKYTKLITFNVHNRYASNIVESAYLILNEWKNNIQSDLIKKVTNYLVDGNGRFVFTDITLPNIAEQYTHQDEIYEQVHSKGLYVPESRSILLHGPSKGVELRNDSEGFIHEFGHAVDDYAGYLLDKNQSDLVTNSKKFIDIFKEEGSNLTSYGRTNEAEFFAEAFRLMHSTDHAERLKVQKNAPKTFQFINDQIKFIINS
# BoNT-A LC inh2 = inhibitors of Botulinum neurotoxin A light chain protease. multiplex microsphere protease substrate cleavage, flow cytometry. 0.17% of 360,000 active. inhibition, % at 10 µM; also: plate controls were buffer without enzyme for full effect and enzyme alone for no effect
# BH1578 lux ind = induces V. cholerae light production without autoinducers; V. cholerae BH1578 lux reporter, luminescence, 6 h; activation, % at 18.7 µM; AID 588436; 0.16% of 350,000 active; in the data active = activation mostly above about 9.7%, no sharp cut-off; inconclusive = no clear call, values can overlap the other calls; inactive = mostly below about 3.7%; also: not every result past the cut was called active; inactives centre near 0; reference of the scale not given here
# Yp Topo-I inh = Y. pestis Topo-I inhibition via cleavage products | 0.064% of 360,000 active | activity, % at 10 µM | AID 504884 | Y. pestis Topo-I cleavage product accumulation, plate reader; in the data active = activity above about 50%, passing the limit was not always enough; inconclusive = no clear call, values can overlap the other calls; also: inactives centre near 2
# SARS 3CLpro inh = SARS-CoV 3CLpro protease inhibition | 0.14% of 290,000 active | P0C6X7 | AID 1706 | inhibition, % at 6 µM | recombinant SARS-CoV 3CLpro, quenched FRET peptide cleavage; in the data active = inhibition above about 12%
# Active calls of the source: *; i = inactive; u = inconclusive; x = not tested or not shown; & = joins results of further samples. Rule as the data show it, unless noted: active = inhibition above about 30%; inconclusive = no clear call, values can overlap the other calls; inactive = below that. An excerpt, so the mix of outcomes need not match the whole.
SMILES,PfHsp40 rescue,PriA SSB inh,TcdB inh,PrPC TRFRET,Anthrax LF inh2,BoNT-A LC inh2,BH1578 lux ind,Yp Topo-I inh,SARS 3CLpro inh
CC(CC(=O)NC(C)c1ccc2c(c1)OCCO2)c1ccccc1 (stereo not drawn),2.1,-0.2,x,-3.7,-3.7,-1.5,i,-7.1,2.7
COc1cc2c(c(OC)c1OC)-c1ccc(O)cc1C(NC(C)=O)CC2 (stereo not drawn),-1.8,-10.1,-0.1,0.7,-1.7,-0.6,3.4,-0.1,x
C/C=C(\C)CN1CCc2cc(OC)c(OC)cc2C1,-0.5,-12.6,x,3.9,-4.4,-1.9,i,3.5,-0.3
Cc1ccc(CS(=O)(=O)CCC(=O)NCc2ccccn2)cc1,-1.6,-5.4,x,-1.1,x,x,5.0,-5.8,-3.8
CC(C)(C)OC(=O)NCCCC[C@H](NC(=O)c1nc[nH]c1C(=O)NC(c1ccccc1)c1ccccc1)C(=O)OC(C)(C)C,0.5,-6.0,1.1,12.1,-1.3,-0.1,-3.6,-6.4,1.7
O=C(O)C1(NS(=O)(=O)c2ccc(Cl)cc2)CCCCC1,0.4,-6.7&0.0,x,1.8,-3.8,u,3.6,4.8,-0.1
COC(=O)Cc1ccc(NC(=S)NCc2ccco2)cc1,0.0,-12.8,16.0*,3.7,-7.7,-0.3,i,0.2,-1.6
Cc1nc2c(c(=O)c3ccccc3n2C)c(=O)n1C1CCCCCC1,0.9,-17.1,2.1,10.1,6.0,0.7,-1.3,-0.7,1.4
COc1ccc(-c2cc(C(F)(F)F)n3nc(C(=O)NCc4ccco4)cc3n2)cc1,-0.5,-9.5,x,-18.1,-5.2,0.0,i,-1.8,0.7
COc1ccc2c(c1)C(=O)N(c1ccccc1OC)C(=O)C2,1.0,-12.0,-1.1,-7.6,11.9,15.7,-7.1,-9.6,-1.7
CC1=C(C(=O)N2CCOCC2)CC(CC(=O)NCCCN(C)C)C(=O)N1CCC1=CCCCC1 (stereo not drawn),x,x,0.6,-6.8,1.8,-0.3,-0.4,4.6,x
COc1cc(CNCCc2ccccc2)ccc1OCC(=O)NC(C)(C)C,-0.5,-22.9,x,3.8,-9.6,-0.5,-0.1,1.3,2.5
O=P(c1ccccc1)(c1ccccc1)C(O)c1ccc(Br)cc1 (stereo not drawn),-0.4,0.5,0.9,1.4,2.9,-3.7,i,2.9,2.5
Cc1[nH]c(C)c(S(=O)(=O)N2CCN(c3ccccc3)CC2)c1C(=O)N1CCCCC1,-2.0,4.0,-0.3,-7.8,5.2,0.2,-0.4,-1.0,6.2
FC(F)(F)c1ccc(Cl)c(-n2c(-c3cc(C4CC4)[nH]n3)n[nH]c2=S)c1,0.1,-5.2,0.8,3.1,14.0,-6.1,-0.6,-7.1,3.5
Cn1c(SCc2cccc(Br)c2)nc2c1c(=O)[nH]c(=O)n2C,0.1,-16.1,-6.3,9.9,19.3,0.5,i,10.1,1.9
COc1ccccc1CCC(=O)Nc1nccs1,-1.3,-1.9,1.2,-5.3,-7.2,2.5,-0.5,6.7,1.8
O=C(CSCC(=O)N1CCCCC1)OCC(=O)c1c[nH]c2ccccc12,-0.2,-22.5,0.1,-1.5,47.3*,33.2*,i,1.7,2.6
CC(=O)NCCc1ccc(S(=O)(=O)Nc2ccc(C)c(S(=O)(=O)N3CCOCC3)c2)cc1,-0.3,-6.0,6.2,-4.4,-0.9,2.5,-0.2,-2.1,-0.7
CCCSc1nc2ccsc2c(=O)n1CC,0.4,-25.8,-0.7,4.7,-8.6,0.1,-0.2,-5.6,4.8
Cc1ccc([N+](=O)[O-])c(NC(=O)COC(=O)CCNS(=O)(=O)c2cccs2)c1C,x,x,1.6,-7.8,-5.5,0.0,-0.5,1.9,x
Cn1cnnc1Sc1ccc(C(=O)NCCC23CC4CC(CC(C4)C2)C3)cc1[N+](=O)[O-],-1.5,18.4,x,1.8,-0.6,-0.2,i,-1.1,1.8
COc1cc(NCCCn2cnc3c(OCc4ccccc4)ncnc32)cc(OC)c1OC,-0.1,17.7,2.2,7.7,-7.0,-0.6,-0.5,19.1,x
O=C1NC(=Nc2ccc(O)cc2)S/C1=C\C=C\c1ccco1,1.4,14.0,1.8,-0.3,-1.1,0.1,i,-9.0,-0.6
COc1ccc(CNC(=O)C[C@H]2C[C@H](C(=O)N3CCCCC3)[C@@]3(C)c4[nH]c5cc(CCC(=O)N(C)C)ccc5c4CCN3C2=O)cc1OC,-0.6,-9.8,0.1,-2.2,-6.6,-0.1,i,17.5,x
SMILES,PfHsp40 rescue,PriA SSB inh,TcdB inh,PrPC TRFRET,Anthrax LF inh2,BoNT-A LC inh2,BH1578 lux ind,Yp Topo-I inh,SARS 3CLpro inh
Cc1ccc(S(=O)(=O)NC2CC(C)(C)NC(C)(C)C2)cc1,1.4,-3.1,-0.7,-8.3,7.4,4.3,i,-3.3,-0.8
O=C(COC(=O)c1cccc(-n2cnnn2)c1)c1ccc(F)cc1,0.3,-6.3,-0.2,0.1,x,x,-0.3,1.9,x
CCOc1ccccc1N(C)C(=O)C1CCN(S(=O)(=O)c2cccc3nonc23)CC1,0.4,3.4,x,-12.6,-0.2,0.4,0.4,0.4,2.8
Cc1ccccc1NC(=O)c1cccc(N2C(=O)C3CCC(C)CC3C2=O)c1 (stereo not drawn),-0.1,-16.2,0.6,2.6,-13.2,3.2,-0.3,-10.3,4.3
COc1ccc(-c2csc(NC(=O)CSc3nc4ccccc4c(=O)[nH]3)n2)cc1,-0.7,6.1,-0.4,3.0,-2.8,-0.5,-0.3,12.8,1.1
O=[N+]([O-])c1cccc(S(=O)(=O)[N-]c2nc3ccccc3nc2-n2cc[n+](Cc3ccccc3)c2)c1,-0.3,-8.0,-0.6,2.2,7.5,-0.5,-0.6,1.8,-0.1
CCN(CC(=O)Nc1c(F)cccc1F)C(=O)C1CC1,2.1,-12.0,-3.1,5.4,-5.2,-0.1,1.3,2.3,x
O=C(c1cccc(Cl)c1)N1CCN(S(=O)(=O)c2ccc(Cl)s2)CC1,2.4,-15.5,-0.4,0.3,5.4,1.4,i,40.9,x
O=C(O)c1ccc(CNC(=O)C2CCCN2C(=O)OCc2ccccc2)cc1 (stereo not drawn),0.4,15.7,1.6,7.8,9.2,-0.4,-1.0,-1.0,-3.0
CC[C@H](C)[C@H]1O[C@]2(CC[C@@H]1C)C[C@@H]1C[C@@H](CC=C(C)[C@@H](O[C@H]3C[C@H](OC)[C@@H](O[C@H]4C[C@H](OC)[C@@H](O)[C@H](C)O4)[C@H](C)O3)[C@@H](C)C=CC=C3CO[C@@H]4[C@H](O)C(C)=C[C@@H](C(=O)O1)[C@]34O)O2,-1.5,-2.4,x,x,-16.7,0.8,0.1,0.6,x
Cc1ccccc1S(=O)(=O)Cc1ccc(C(=O)N2CC(C)CC(C)C2)o1 (stereo not drawn),-1.8,-6.3,-1.4,7.1,-6.1,-1.3,-0.5,15.2,2.1
Cn1c2c(c(=O)n(C)c1=O)NC1(N2)C(=O)Nc2ccccc21 (stereo not drawn),0.5,-0.8,0.5,-16.9,2.0,-3.6,-0.6,5.9,-5.2
COc1ccc(C)cc1NS(=O)(=O)c1cn(C)c(=O)n(C)c1=O,-1.2,-12.7,2.1,-0.7,-0.2,-0.2,-0.8,3.1,-0.7
CNC(=O)[C@@]1(Cc2ccccc2)C=C[C@@H](C)N1C(=O)OC,0.2,-6.5,0.6,-1.6,2.6,-0.3,-0.4,0.1,x
CCC(C)C12CN3CCN(CC(C)(C3)C1O)C2 (stereo not drawn),0.8,-5.4,1.2,4.2,-2.1,-0.4,-0.2,0.8,3.7
CCOC(=O)Nc1cccc2c1-c1ccc([N+](=O)[O-])cc1C2=O,0.1,-6.4,-0.1,-17.4,-2.8,1.7,-1.0,-3.1,x
Cc1ccc(NC(=O)c2ccccc2Cl)c(Cl)c1,0.7,-12.1,x,5.8,x,x,i,1.9,4.3
O=S(=O)(NCCc1ccccc1)c1cccc2cccnc12,0.2,-10.5,0.4,9.3,4.4,-1.1,i,12.5,2.1
CC(C)(C)NC(=O)c1cccc2c1-c1ccccc1C2=O,2.0,-4.4,0.3,-5.8,11.4,-3.4,i,0.5,-3.6
CN(C(=O)COC(=O)c1c2c(nc3ccccc13)CCCC2)c1c(N)n(Cc2ccccc2)c(=O)[nH]c1=O,-0.8,-1.4,3.1,-4.1,6.2,0.4,i,2.2,x
CC1(C(=O)NS(=O)(=O)c2ccccc2)CCN1C(=O)CC(c1ccccc1)c1ccccc1 (stereo not drawn),x,x,0.6,-4.0,-2.5,-0.5,-0.9,4.0,x
O=C(O)c1ccc([N+](=O)[O-])c(CS(=O)(=O)c2ccc(Cl)cc2)c1,-0.5,-7.5,-2.6,-1.0,-1.7,0.1,-0.3,2.5,-2.3
Cc1ccccc1C(=O)NC(CC(C)C)C(=O)Nc1cccc(S(=O)(=O)N(C)C)c1 (stereo not drawn),-1.9,-8.1,0.4,-3.6,-1.9,0.3,i,6.0,-0.4
Cc1ccc(OCCNC(=O)c2ccccc2F)cc1,-0.7,-19.1,0.9,-5.1,3.7,-2.5,-6.7,-8.8,-1.1
O=[N+]([O-])c1cccnc1NCCc1ccccc1,-0.6,6.5,0.2,-6.2,1.1,0.0,0.8,-4.6,1.9
SMILES,PfHsp40 rescue,PriA SSB inh,TcdB inh,PrPC TRFRET,Anthrax LF inh2,BoNT-A LC inh2,BH1578 lux ind,Yp Topo-I inh,SARS 3CLpro inh
O=C(CN1CCN(C(=O)C2CCCO2)CC1)Nc1cc(C(F)(F)F)ccc1Cl (stereo not drawn),-0.6,-11.3,2.5,2.5,-2.4,-4.0,-0.6,0.9,5.1
CCCCN(CC)C(=O)c1ccc(Cl)cc1,-1.1,-2.8,0.5,0.7,-5.1,-1.4,2.0,3.9,-2.2
Cc1ccc(S(=O)(=O)N(C)C)cc1-n1c(SCC(=O)Nc2ccccc2)nc2ccccc2c1=O,2.0,-11.5,x,2.0,-1.1,0.3,i,37.9,10.8
CC1CC(C)(C)CC2(C1)NC(=O)N(CC(=O)Nc1cc(C(F)(F)F)ccc1N1CCCCC1)C2=O (stereo not drawn),0.2,-10.1,0.9,-4.3,10.9,0.5,0.8,8.4,x
Cc1c(C)n(C(=O)CN2CCC(C(N)=O)CC2)c2ccccc12,0.0,3.7,x,-7.0,-2.4,0.2,-0.4,-0.1,3.6
O=C1NC(=O)N(CC2CCCO2)C(=O)/C1=C/c1cccs1 (stereo not drawn),17.8,-4.4,0.0,2.2,-12.8,-2.0,-0.5,-9.8,6.0
Cc1ccc(-c2nc(C(=O)NCC3CCCO3)cc3c2[nH]c2ccccc23)cc1 (stereo not drawn),0.6,-9.2,-2.4,17.3,3.0,-0.8,-0.3,9.0,4.3
COc1cc(NC(=O)CNc2cccc(S(=O)(=O)N3CCOCC3)c2)cc(OC)c1,-1.6,5.5,0.4,-4.1,-2.5,13.7,-2.9,0.8,x
COc1cccc(CN(c2ccc3c(c2)CCC3)S(=O)(=O)c2ccc(-n3cnnn3)c(OC)c2)c1,1.5,-15.2,x,1.5,-3.0,-0.1,-0.6,10.6,-1.6

# Among those listed so far, these contain a nitro group on carbon:
SMILES,PfHsp40 rescue,PriA SSB inh,TcdB inh,PrPC TRFRET,Anthrax LF inh2,BoNT-A LC inh2,BH1578 lux ind,Yp Topo-I inh,SARS 3CLpro inh
Cc1ccc([N+](=O)[O-])c(NC(=O)COC(=O)CCNS(=O)(=O)c2cccs2)c1C,x,x,1.6,-7.8,-5.5,0.0,-0.5,1.9,x
Cn1cnnc1Sc1ccc(C(=O)NCCC23CC4CC(CC(C4)C2)C3)cc1[N+](=O)[O-],-1.5,18.4,x,1.8,-0.6,-0.2,i,-1.1,1.8
O=[N+]([O-])c1cccc(S(=O)(=O)[N-]c2nc3ccccc3nc2-n2cc[n+](Cc3ccccc3)c2)c1,-0.3,-8.0,-0.6,2.2,7.5,-0.5,-0.6,1.8,-0.1
CCOC(=O)Nc1cccc2c1-c1ccc([N+](=O)[O-])cc1C2=O,0.1,-6.4,-0.1,-17.4,-2.8,1.7,-1.0,-3.1,x
O=C(O)c1ccc([N+](=O)[O-])c(CS(=O)(=O)c2ccc(Cl)cc2)c1,-0.5,-7.5,-2.6,-1.0,-1.7,0.1,-0.3,2.5,-2.3
O=[N+]([O-])c1cccnc1NCCc1ccccc1,-0.6,6.5,0.2,-6.2,1.1,0.0,0.8,-4.6,1.9

# Bioassay records (PubChem)
